# Screening results deposited in PubChem BioAssay by NCI.
# NCI-60 one-dose screen, 48 h, at 10 µM unless noted. Numbers give growth in % (100 = growth as untreated, 0 = no growth, -100 = all killed).
# OVCAR-3 = OVCAR-3 ovarian cancer | AID 1794787 | 79,000 compounds, 7% hits
# PC-3 = PC-3 prostate cancer cells; 80,000 compounds, 3.9% hits; AID 1794754
# SF-539 = SF-539 CNS cancer; 81,000 compounds, 6.8% hits
# SNB-19 = SNB-19 CNS cancer cells; 81,000 compounds, 2.5% hits
# SF-295 = SF-295 CNS cancer cells; 79,000 compounds, 5.6% hits
# DU-145 = DU-145 prostate cancer. 81,000 compounds, 4.2% hits
# U251 = U251 CNS tumor cells; 80,000 compounds, 5.4% hits; AID 1794753
# SF-268 = SF-268 CNS cancer cells | 82,000 compounds, 3.1% hits | AID 1794759
# OVCAR-8 = OVCAR-8 ovarian cancer. 81,000 compounds, 4.4% hits
# Numbers without * were called inactive; x = not tested or not shown; & = joins results of further samples; [ ] = another dose, or the depositor's remark. The calls were made as follows: active = growth percent below 10; inactive = the rest. This is a random part of the collection. About 10% of those tested had a hit in this group.
cpd	Structure	OVCAR-3	SNB-19	SF-295	DU-145	SF-268	PC-3	OVCAR-8	SF-539	U251
1	C=C(C)[C@@H]1CC[C@]2(C#N)CC[C@]3(C)[C@H](CC[C@@H]4[C@@](C)(CC/C(N)=N/O)[C@H](C(=C)C)CC[C@]43C)[C@@H]12	83	90	x	97	78	60	86	88	79
2	N#CC1=C(N)Oc2cc(O)ccc2C1c1cccs1 (configuration not stated)	105	90	81	111	100	90	93	90	92
3	O=C1c2cc(I)ccc2Oc2cc([N+](=O)[O-])ccc2N1c1ccc(Cl)cc1F	100	90	92	98	79	79	91	93	79
4	Clc1ccc(-c2nc(N3CCOCC3)c3c4c(sc3n2)CCCC4)cc1	121	105	96	108	108	97	99	98	110
5	O=[N+]([O-])c1ccc(Nc2cccc3cccnc23)c2nonc12	98	97	106	90	88	81	x	99	96
6	Cc1cccc(C)c1NCc1nc(-c2ccccc2)n[nH]1	113	95	98	106	101	100	102	93	101
7	CC1(CCCC(=O)O)Nc2ccccc2-c2nc(=O)c(-c3ccc(F)cc3)nn21 (configuration not stated)	112	99	101	106	103	96	101	99	102
8	CCc1ccc2c(c1)C(=O)CCC2	110	101	131	112	103	90	108	98	112

# Following part:
cpd	Structure	OVCAR-3	SNB-19	SF-295	DU-145	SF-268	PC-3	OVCAR-8	SF-539	U251
9	Cc1nn(-c2ccccc2)c(Oc2ccccn2)c1-c1nc2ccccc2[nH]1	87	96	92	97	89	82	89	101	100
10	N=C1C(c2nc3ccccc3s2)=C(O)CN1c1cc(Cl)cc(Cl)c1	87	95	88	87	173	26	67	47	65
11	COc1ccc(C2=NNC(c3cc(Cc4ccc(O)c(C5CC(c6ccc(OC)cc6)=NN5)c4)ccc3O)C2)cc1 (configuration not stated)	69	48	6.5*	69	44	42	29	57	25
12	O=c1oc2ccccc2cc1-c1csc(N2N=C(c3ccc(Cl)cc3)CC2c2ccc(Cl)cc2)n1 (configuration not stated)	112	111	100	105	112	101	108	100	111
13	COc1cccc(C2=NN(/C=C3\SC(=O)NC3=Nc3ccc(Cl)cc3)C(c3ccc(F)cc3F)C2)c1 (configuration not stated)	94	98	105	111	97	95	99	99	103
14	O=P(O)(O)OCC1OC(n2cnc3c(NCc4ccccc4)ncnc32)C(O)C1O (configuration not stated)	-67*	41	52	-50*	36	19	12	6.4*	47
15	CCCCN(CCCC)C(=N)c1c2ccccc2nc2ccccc12	100	96	89	108	92	87	91	96	83
16	O=C(O)/C=C\C(=O)Nc1cccc(O)c1	108	104	97	110	104	103	98	105	103

# Next part:
cpd	Structure	OVCAR-3	SNB-19	SF-295	DU-145	SF-268	PC-3	OVCAR-8	SF-539	U251
17	CN1CCN(C(=O)[C@@]2(C)CC[C@]3(C)CC[C@]4(C)C(=CC[C@@H]5[C@@]6(C)CCC(=O)NC(C)(C)[C@@H]6CC[C@]54C)[C@@H]3C2)CC1	58	79	91	87	63	27	64	44	40
18	OCCSCCCCCCSCCO	108	111	x	124	106	84	104	97	x
19	c1ccc2cc(C[n+]3ccn(CCCCCCCCCCCCn4cc[n+](Cc5ccc6ccccc6c5)c4)c3)ccc2c1	-89*	-81*	-40*	-47*	-79*	-38*	x	-79*	-85*
20	O=C1c2ccc3c4c5ccc(c24)C(=O)N1CCCOCCCCOCCCNCc1ccc(cc1)CNCCCOCCCCOCCCN(C3=O)C5=O	-27*	-2.2*	91	8.8*	2.2*	6.2*	-30*	-86*	-78*
21	Cc1ccc(C)n1CCCCCCn1c(C)ccc1C	105	98	102	104	110	83	97	112	89
22	COc1ccc(/C(C)=N/NC(=O)CSc2nc3ccccc3c(=O)n2CCc2ccc(S(N)(=O)=O)cc2)cc1OC	102	95	85	100	93	104	78	98	104
23	CC(C)(C)Nc1nc2c(OCCc3ccccc3)cccn2c1-c1ccc([N+](=O)[O-])cc1	51	78	44	86	71	49	64	77	63
24	CNc1ccccc1C(=O)OC	116	100	91	115	100	98	110	97	100

# Next part.
cpd	Structure	OVCAR-3	SNB-19	SF-295	DU-145	SF-268	PC-3	OVCAR-8	SF-539	U251
25	COc1cc(C(=O)/C=C/c2c(-c3cccs3)nc3ccccn23)cc(OC)c1OC	-36*	14	-30*	3.3*	21	7.2*	9.8*	-27*	1.5*
26	COc1ccc(/C=N/NC(=O)COc2cc(=O)[nH]c3cc(C)ccc23)cc1	115	93	100	98	100	101	118	107	103
27	O=c1nc2n(nc1/C=C/c1ccco1)CC(c1ccc(Cl)cc1)=NN2	109	96	98	115	109	98	68	104	115
28	C=C(C)[C@@H]1CC[C@]2(C)[C@H](CC[C@@H]3[C@@H]4[C@@H](O)C(C)(C)CC[C@]4(CO)CC[C@]32C)[C@@]1(C)CCCN	108	96	99	102	103	90	98	105	90
29	Cc1csc(NC(c2ccc(Br)cc2)c2c(C)nc3ccccn23)n1 (configuration not stated)	97	94	75	107	92	71	89	101	89
30	CCOC(=O)C1=C(N)N(c2ccc(C)cc2)C2=C(C(=O)CC(C)(C)C2)C1c1ccccc1Br (configuration not stated)	85	87	90	102	99	32	90	104	81
31	O=C(NCCCNc1cc(-c2cn(-c3ccccc3)nc2-c2cccc(O)c2)ccn1)Nc1ccc(Cl)c(Cl)c1	82	74	45	86	73	51	80	68	48
32	CCOP(=O)(OCC)/C(C#N)=C/c1c(C)[nH]c2ccccc12	105	95	95	107	102	83	95	99	89

# Profiles from above. Screens in order: OVCAR-3	SNB-19	SF-295	DU-145	SF-268	PC-3	OVCAR-8	SF-539	U251
# CC(C)(C)Nc1nc2c(OCCc3ccccc3)cccn2c1-c1ccc([N+](=O)[O-])cc1 as listed: 51	78	44	86	71	49	64	77	63
# C=C(C)[C@@H]1CC[C@]2(C#N)CC[C@]3(C)[C@H](CC[C@@H]4[C@@](C)(CC/C(N)=N/O)[C@H](C(=C)C)CC[C@]43C)[C@@H]12 as listed: 83	90	x	97	78	60	86	88	79

# The list goes on.
cpd	Structure	OVCAR-3	SNB-19	SF-295	DU-145	SF-268	PC-3	OVCAR-8	SF-539	U251
33	COc1cccc(C2=NN(C(C)=O)C(c3cc(OC)c(OC)c(OC)c3)C2)c1 (configuration not stated)	33	27	193	x	39	17	37	7.6*	31
34	CN(C)S(=O)(=O)Oc1ccc(-c2ccc3sccc3c2)cc1	107	98	97	104	112	90	102	103	94
35	CC(C)CN1CC(C(=O)Nc2ccc3c(c2)-c2ccccc2C3)CC1=O (configuration not stated)	76[50 µM]	72[50 µM]	76[50 µM]	80[50 µM]	61[50 µM]	57[50 µM]	49[50 µM]	72[50 µM]	73[50 µM]
36	O=C1Nc2ccc(OC(F)(F)F)cc2C12Nc1ccccc1S2 (configuration not stated)	81	92	87	94	90	56	82	96	91
37	CC(C)Sc1oc(-c2ccccc2)nc1S(=O)(=O)c1ccc(Br)cc1	97	93	94	106	89	70	96	107	89
38	CC(=O)CC(=O)N(C)C	112	x	96	104	101	93	101	98	100
39	O=C(NO)Nc1ccccc1C(=O)O	106	113	96	101	96	102	109	113	99
40	C[N+]1(C)CCCC(C#CC[N+]2(C)CCCC2)C1 (configuration not stated)	112	106	99	111	105	75	108	100	87

# (more compounds)
cpd	Structure	OVCAR-3	SNB-19	SF-295	DU-145	SF-268	PC-3	OVCAR-8	SF-539	U251
41	Cc1ccc(S(=O)(=O)Nc2ccc3[nH]ccc3c2)cc1	101	96	96	103	102	91	98	102	96
42	COc1ccc2[nH]cc(-c3nnc(N)nc3-c3cn(C)c4ncc(Br)cc34)c2c1	66	70	83	93	81	73	76	67	75
43	O=C1c2ccccc2CCCC1Br (configuration not stated)	110	119	94	106	102	91	100	97	x
44	CCN(CC)c1ccc2cc(C(Nc3ccc(OC)cc3)c3nnnn3C(C)(C)C)c(=O)oc2c1 (configuration not stated)	107	92	107	107	91	80	103	102	89
45	Cn1ncc(CC(=O)O)c1-n1nnc2ccccc2c1=O	105	99	102	111	99	105	108	116	95
46	COc1ccc(/C=C2\C(=O)N=C3N2N=C(N)N=C(N)N3c2ccccc2)cc1	93	90	103	87	88	92	96	92	94
47	COC(=O)c1cc(N=C2NC(=O)/C(=C/C=C/c3ccccc3)S2)ccc1O	19	30	20	17	62	30	26	12	23
48	O=C(O)CSCC(=O)N1CCN(c2cc3c(cc2F)c(=O)c(C(=O)O)cn3C2CC2)CC1	110	102	103	104	98	97	108	103	107

# Carrying on.
cpd	Structure	OVCAR-3	SNB-19	SF-295	DU-145	SF-268	PC-3	OVCAR-8	SF-539	U251
49	O=[N+]([O-])c1cccc(/C=N\N=C\c2ccccc2O)c1	95	93	92	102	96	98	111	101	96
50	COC(=O)C(NC(=O)c1ccccc1)C(C)(C)SCc1ccccc1 (configuration not stated)	124&103	98&91	87	120&105	115&96	88&103	109&101	106&97	107&98
51	c1csc([C@H](CC2CCCCC2)c2ccc3ccccc3c2)c1	107	109	97	104	99	101	107	101	101
52	O=C1c2c[n+](Cc3ccccc3)ccc2-c2nc3ccccc3c3ccnc1c23	-67*	-72*	-17*	-89*	-1.7*	-7.2*	x	x	-77*
53	O=P1(NC2CCCC2)OCC2(CO1)COP(=O)(NC1CCCC1)OC2 (configuration not stated)	101	104	95	106	100	102	105	91	99
54	CC(=O)c1cnn(-c2cc(=O)[nH]c3ccc(C)cc23)c1C	112	97	99	112	102	96	103	98	95
55	COc1cc(-c2ccc(NC(=O)c3cc4ccccc4cc3O)c(OC)c2)ccc1NC(=O)c1cc2ccccc2cc1O	107	100	103	103	100	92	98	89	102
56	O=C(CN1CCN(c2cc(=O)[nH]c3ccc(F)cc23)CC1)Nc1ccccc1	113	92	99	111	98	95	101	98	98

# (listing goes on)
cpd	Structure	OVCAR-3	SNB-19	SF-295	DU-145	SF-268	PC-3	OVCAR-8	SF-539	U251
57	COc1cc2nc(-c3ccc(C#N)cc3)[nH]c(=O)c2cc1OC	109	99	96	105	100	105	102	101	100
58	Cc1cnc(N)s1	105	91	98	106	94	89	93	103	96
59	CCS(=O)(=O)OCCO[C@H]1Cc2cc3ccc(=O)oc3cc2OC1(C)C	108	105	101	103	99	101	101	100	97
60	Clc1ccc(NC(Nc2ccc(Cl)cc2)C(Cl)(Cl)Cl)cc1	102&89	112&104	97&90	100&112	91&88	92	107&94	100&110	110&95
61	COc1ccc(-c2nnc(SCC(=O)NNC(=O)c3cc(OC)c(OC)c(OC)c3)o2)cc1	92	95	97	111	91	94	93	83	96
62	O=C(NCc1ccccc1)NCc1ccccc1	105	103	114	110	101	87	91	97	98
63	CCSc1nc(NC)c2ccc(-c3ccc(F)c(F)c3)cc2n1	89	84	82	66	82	72	88	79	80
64	NS(=O)(=O)c1ccc(Cn2c(SCC(=O)N/N=C/c3ccccc3O)nc3ccccc3c2=O)cc1	13	56	66	72	38	68	44	54	43

# 15 entries already listed, ordered by count of non-hydrogen atoms, rising.
cpd	Structure	OVCAR-3	SNB-19	SF-295	DU-145	SF-268	PC-3	OVCAR-8	SF-539	U251
58	Cc1cnc(N)s1	105	91	98	106	94	89	93	103	96
62	O=C(NCc1ccccc1)NCc1ccccc1	105	103	114	110	101	87	91	97	98
49	O=[N+]([O-])c1cccc(/C=N\N=C\c2ccccc2O)c1	95	93	92	102	96	98	111	101	96
45	Cn1ncc(CC(=O)O)c1-n1nnc2ccccc2c1=O	105	99	102	111	99	105	108	116	95
63	CCSc1nc(NC)c2ccc(-c3ccc(F)c(F)c3)cc2n1	89	84	82	66	82	72	88	79	80
53	O=P1(NC2CCCC2)OCC2(CO1)COP(=O)(NC1CCCC1)OC2 (configuration not stated)	101	104	95	106	100	102	105	91	99
59	CCS(=O)(=O)OCCO[C@H]1Cc2cc3ccc(=O)oc3cc2OC1(C)C	108	105	101	103	99	101	101	100	97
47	COC(=O)c1cc(N=C2NC(=O)/C(=C/C=C/c3ccccc3)S2)ccc1O	19	30	20	17	62	30	26	12	23
46	COc1ccc(/C=C2\C(=O)N=C3N2N=C(N)N=C(N)N3c2ccccc2)cc1	93	90	103	87	88	92	96	92	94
52	O=C1c2c[n+](Cc3ccccc3)ccc2-c2nc3ccccc3c3ccnc1c23	-67*	-72*	-17*	-89*	-1.7*	-7.2*	x	x	-77*
48	O=C(O)CSCC(=O)N1CCN(c2cc3c(cc2F)c(=O)c(C(=O)O)cn3C2CC2)CC1	110	102	103	104	98	97	108	103	107
61	COc1ccc(-c2nnc(SCC(=O)NNC(=O)c3cc(OC)c(OC)c(OC)c3)o2)cc1	92	95	97	111	91	94	93	83	96
44	CCN(CC)c1ccc2cc(C(Nc3ccc(OC)cc3)c3nnnn3C(C)(C)C)c(=O)oc2c1 (configuration not stated)	107	92	107	107	91	80	103	102	89
64	NS(=O)(=O)c1ccc(Cn2c(SCC(=O)N/N=C/c3ccccc3O)nc3ccccc3c2=O)cc1	13	56	66	72	38	68	44	54	43
55	COc1cc(-c2ccc(NC(=O)c3cc4ccccc4cc3O)c(OC)c2)ccc1NC(=O)c1cc2ccccc2cc1O	107	100	103	103	100	92	98	89	102

# The listing continues.
cpd	Structure	OVCAR-3	SNB-19	SF-295	DU-145	SF-268	PC-3	OVCAR-8	SF-539	U251
65	COc1ccc2c(c1)c(-c1csc(-c3ccc4ccccc4c3)n1)cn2S(=O)(=O)c1ccccc1	104	105	103	113	102	x	98	106	97
66	CCC(=O)Oc1ccc(OC)cc1	103	104	118	98	102	110	108	101	98
67	Cc1cccc(NC(=O)[C@@H]2c3ccccc3C(=O)N(c3ccccc3)[C@H]2c2ccccc2)n1	85	96	50	87	62	45	65	70	39
68	COc1ccc(-c2cc(-c3nnc(SCC(=O)Nc4ccc(/C(C)=N\O)cc4)o3)c3cc(OC)ccc3n2)cc1	110	44	95	99	89	60	77	104	56
69	Clc1ccc(C2CC(c3cccc(Nc4ccncc4)c3)=NN2c2ccc(Cl)cc2)cc1 (configuration not stated)	31	68	-79*	18	60	17	-39*	71	-50*
70	O=CNNC(=O)c1ccccn1	108	104	90	112	110	88	101	103	103
